Tb PYK inh: T. brucei pyruvate kinase inhibition | TbPYK enzyme, Kinase-Glo Plus ATP luminescence, 45 min | Q57TT1 | 0.12% of 410,000 active | AID 624173 | Potency, µM (series often up to 76.8 µM), without a hit: at the highest dose activity, negative = inhibition, hits mostly inhibitors; note: nearly all actives have a fitted effect of over 50% in size
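Glycolytic pyruvate kinase of T. brucei was incubated with substrate, test compound and 130 uM ADP for 45 minutes at room temperature. Luminescent Kinase-Glo Plus signal was measured after 10 minutes.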
AMA1-RON2 inh: inhibitors of Plasmodium falciparum AMA1-RON2 interaction; AlphaScreen AMA1-biotinylated RON2 peptide binding; Potency, µM (series often up to 58.2 µM), without a hit: top-dose activity change, negative = inhibition, usual class: inhibitors; 0.2% of 360,000 active; AID 720542;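 note: 0% = vehicle wells and -100% = peptide control; nearly all actives have a fitted effect of over 45% in size; some results filed as inactive show a strong effect at the top dose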
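AMA1 (3D7) with his tag at 25 nM final met compounds first, then biotinylated RON2 peptide at 25 nM; detection used donor plus acceptor beads, 10 µg/mL apiece, read by AlphaScreen after 30 min at room temperature.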
Active calls of the source: *; [ ] = another dose, or the depositor's remark. Calls come from the whole dose curve; as a rule, active = well fitted curve in the direction sought with a large enough effect; inconclusive = small, poorly fitted or top-dose-only effect, or another doubt; inactive = no such curve, though single readings can be large; an effect the other way counts as inactive or inconclusive. Unless noted, % is set by controls: 0 for no effect and ±100 for the full control effect; potency is the fitted concentration of half-maximal effect.

`CCOC(=O)[C@H]1[C@H]2COc3cc(OC)ccc3[C@@H]2N2C(=O)N(c3cccc(F)c3)C(=O)[C@@]12C` gave Tb PYK inh -8.6% and AMA1-RON2 inh -1.4%.
Screening COc1cccc(CN2CCNC(=O)C2CC(=O)N(C)C2CCCCC2)c1OC (stereo not given) returned Tb PYK inh 3.2% and AMA1-RON2 inh -3.9%.
`COc1cccc(-c2cc(C(=O)NC3CCCC3)c3ccccc3n2)c1` gave Tb PYK inh -1.9% and AMA1-RON2 inh 0.3%.
COc1ccc(Oc2c(OC)cc([N+](=O)[O-])c3ncccc23)cc1 was read as Tb PYK inh 3.9% and AMA1-RON2 inh -25.3%.
Screening O=c1[nH]nnc2c1cnn2-c1ccccc1 returned Tb PYK inh -4.1% and AMA1-RON2 inh 4.4%.
C[C@@H](CO)NC(=O)c1[nH]cnc1C(=O)Nc1cccc(Cl)c1 was read as Tb PYK inh 0.2% and AMA1-RON2 inh 107.9%[activator].
Screening CCn1c(SCC(=O)N2c3ccccc3CC2C)nnc1-c1ccco1 (stereo not given) returned Tb PYK inh -4.2% and AMA1-RON2 inh -7.1%.
COC(=O)C=C1CCC2C3CCC4=CC(=O)CCC4(C)C3C(=O)CC12C (stereo not given) was read as Tb PYK inh -1.8% and AMA1-RON2 inh -27.6%.
For Nc1nc(-c2ccc([N+](=O)[O-])cc2)cc(=O)[nH]1 the results were Tb PYK inh 4.7% and AMA1-RON2 inh inconclusive.
For CCN(CC)C(=O)[C@H]1C[C@H](CC(=O)NC/C=C(\C)CCC=C(C)C)C(=O)N2CCc3c([nH]c4cc(-c5ccco5)ccc34)[C@]12C the results were Tb PYK inh -2.2% and AMA1-RON2 inh inconclusive.
O=C(COC(=O)c1ccc(F)cc1Cl)NC1CC1 was read as Tb PYK inh 3.4% and AMA1-RON2 inh 9.2%.
For O=C1NC[C@@H](CCCCN2CCN(CCC3CCCCC3)C(=O)C2=O)N(CCC2CCCCC2)C1=O the results were Tb PYK inh -0.6% and AMA1-RON2 inh 4.9%.
Screening COc1ccccc1C(O)c1ncc(-c2ccc(Cl)cc2)[nH]1 (stereo not given) returned Tb PYK inh 2.6% and AMA1-RON2 inh -6.8%.
Screening COc1ccc(C=CC(C)=NNC(=O)c2ccncc2)cc1 returned Tb PYK inh -5.0% and AMA1-RON2 inh 42.3%[activator].
Screening CC(C)(C)S(=O)N1Cc2cc(C(=O)N3CCOCC3)nc(-c3cccc(Br)c3)c2[C@@H]1CCO (stereo not given in full) returned Tb PYK inh -8.1% and AMA1-RON2 inh -1.0%.
Cc1ccc(S(=O)(=O)N(C)C[C@@H]2Oc3ncc(C#CCC(C)C)cc3C(=O)N([C@H](C)CO)C[C@H]2C)cc1 was read as Tb PYK inh -9.5% and AMA1-RON2 inh -9.6%.
`COc1nc(-c2ccccc2)ccc1-c1noc(-c2cccs2)n1` gave Tb PYK inh 3.0% and AMA1-RON2 inh 2.3%.
`CC(=O)Nc1cccc(-c2ccnc3c2CC(C)(C(=O)Nc2cccnc2)O3)c1` (stereo not given) gave Tb PYK inh 0.4% and AMA1-RON2 inh -3.9%.
COc1cc(C(=O)N2CCN(CCCc3ccccc3)CC2)cc(OC)c1OC was read as Tb PYK inh -6.2% and AMA1-RON2 inh -10.8%.
`COc1ccc2c(c1O)C13CCN(C)C(C2)C1CCC(=O)C3` (stereo not given) gave Tb PYK inh 3.5% and AMA1-RON2 inh 8.0%.
CC(C)=CCc1c2c(c3occ(-c4ccc(O)c(O)c4)c(=O)c3c1O)C=CC(C)(C)O2 was read as Tb PYK inh 3.6% and AMA1-RON2 inh -21.1%.
O=C(c1ccco1)N1CCN(C(=O)c2ccc(Br)o2)CC1 was read as Tb PYK inh -8.1% and AMA1-RON2 inh -8.4%.
Screening CC(=O)N1C[C@H]2CON(C)[C@H]2C[C@H]1c1ccc(-c2cccnc2)cc1 returned Tb PYK inh -2.9% and AMA1-RON2 inh -9.0%.
Screening Cc1cn([C@H]2C[C@H](O)[C@@H](CCC(=O)NCC3CCCO3)O2)c(=O)[nH]c1=O (stereo not given in full) returned Tb PYK inh -2.9% and AMA1-RON2 inh 11.4%.

No new results follow: five of the compounds above.
`COc1ccc2c(c1O)C13CCN(C)C(C2)C1CCC(=O)C3` (stereo not given) gave Tb PYK inh 3.5% and AMA1-RON2 inh 8.0%.
CC(C)=CCc1c2c(c3occ(-c4ccc(O)c(O)c4)c(=O)c3c1O)C=CC(C)(C)O2 was read as Tb PYK inh 3.6% and AMA1-RON2 inh -21.1%.
O=C(c1ccco1)N1CCN(C(=O)c2ccc(Br)o2)CC1 was read as Tb PYK inh -8.1% and AMA1-RON2 inh -8.4%.
Screening CC(=O)N1C[C@H]2CON(C)[C@H]2C[C@H]1c1ccc(-c2cccnc2)cc1 returned Tb PYK inh -2.9% and AMA1-RON2 inh -9.0%.
Screening Cc1cn([C@H]2C[C@H](O)[C@@H](CCC(=O)NCC3CCCO3)O2)c(=O)[nH]c1=O (stereo not given in full) returned Tb PYK inh -2.9% and AMA1-RON2 inh 11.4%.

Next part:
For COc1cccc2c1C1(O)C2CCCCCCCCCC12OCCCO2 (stereo not given) the results were Tb PYK inh 0.8% and AMA1-RON2 inh 0.5%.
`COc1ccc(NC(=O)CN2C(=O)NC(C)(Cc3ccc(OC)c(OC)c3)C2=O)cc1` (stereo not given) gave Tb PYK inh 2.2% and AMA1-RON2 inh 0.0%.
Nc1nonc1-n1nnc(C(=O)N/N=C/c2cccc(Cl)c2)c1CN1CCCCCC1 was read as Tb PYK inh 1.5% and AMA1-RON2 inh 14.4%.
`CCCN(CC(=O)Nc1cc(Cl)ccc1Cl)C(=O)/C=C/c1cc(OC)ccc1OC` gave Tb PYK inh 2.4% and AMA1-RON2 inh 32.4%[activator].
`Nc1ncnc2c1ccn2[C@H]1CN(Cc2ccc3c(c2)OCO3)C[C@@H](COC(=O)c2ccccc2)O1` gave Tb PYK inh 8.9% and AMA1-RON2 inh -29.3%.
`COc1ccc(C=C2SC(=O)NC2=O)cc1OC` gave Tb PYK inh -20.1% and AMA1-RON2 inh -8.6%.
Cn1c(N)c(C(=O)COC(=O)Cc2ccccc2F)c(=O)n(C)c1=O was read as Tb PYK inh -1.4% and AMA1-RON2 inh -14.5%.
Screening COc1cc(C=NO)nc(-c2ccccn2)c1 returned Tb PYK inh 3.8% and AMA1-RON2 inh 0.4%.
`OC(c1ccc(-c2ccccc2)cc1)c1ncc(-c2ccccc2)[nH]1` (stereo not given) gave Tb PYK inh -0.1% and AMA1-RON2 inh 3.1%.
Screening C=CCOc1ccc(C[C@H](N)C(=O)NC[C@H]2O[C@@H](n3cc(C)c(=O)[nH]c3=O)C[C@@H]2O)cc1 returned Tb PYK inh -0.9% and AMA1-RON2 inh 4.7%.
For CC1(C(=O)NS(=O)(=O)c2cccc(Cl)c2)CCN1C(=O)Cc1cccs1 (stereo not given) the results were Tb PYK inh -2.6% and AMA1-RON2 inh 1.3%.
COc1ccc(N(CC(=O)NC2CCS(=O)(=O)C2)S(=O)(=O)c2cc(C)ccc2C)cc1 (stereo not given) was read as Tb PYK inh 2.0% and AMA1-RON2 inh -3.0%.

2 entries drawn at random from the list so far, as already listed:
`OC(c1ccc(-c2ccccc2)cc1)c1ncc(-c2ccccc2)[nH]1` (stereo not given) gave Tb PYK inh -0.1% and AMA1-RON2 inh 3.1%.
`Nc1ncnc2c1ccn2[C@H]1CN(Cc2ccc3c(c2)OCO3)C[C@@H](COC(=O)c2ccccc2)O1` gave Tb PYK inh 8.9% and AMA1-RON2 inh -29.3%.

Continued.
NC(=O)C1CCN(C(=O)CNC(=O)c2ccc(F)cc2)CC1 was read as Tb PYK inh 4.8% and AMA1-RON2 inh -7.7%.
`CCOC(=O)C1CCCN(C(=O)c2ccc(OC)cc2)CC1` (stereo not given) gave Tb PYK inh -10.5% and AMA1-RON2 inh -2.3%.
For O=C(O)COc1ccc(NC(=O)c2cccs2)cc1 the results were Tb PYK inh -1.1% and AMA1-RON2 inh -2.1%.
Screening O=C(CC1Oc2ccccc2NC1=O)NCCCN1CCN(C2CCCCC2)CC1 (stereo not given) returned Tb PYK inh 0.7% and AMA1-RON2 inh 10.7%.
For CC(Nc1nc(-c2ccc(Cl)cc2)cs1)c1nc2cc(Cl)c(N3CCCCC3)cc2n1CCOCCO (stereo not given) the results were Tb PYK inh 4.5% and AMA1-RON2 inh 33.8%[activator].
For Cc1ccc(C(NC(=O)C2CCN(Cc3ccc(Oc4ccccc4)cc3)CC2)c2ccccn2)cc1 (stereo not given) the results were Tb PYK inh -7.0% and AMA1-RON2 inh inconclusive.
Screening CCCN=C1N(CC)C[C@@H]2[C@@H]3C(=O)N(C)C(=O)[C@@H]3[C@](CC)(C(=O)OC)N12 returned Tb PYK inh -6.0% and AMA1-RON2 inh 2.4%.
CSc1ncccc1C(=O)OCC(=O)Nc1ccc(C)c(S(=O)(=O)N2CCOCC2)c1 was read as Tb PYK inh 0.0% and AMA1-RON2 inh 9.8%.
`Cn1ccc2c(-c3ccc(CO)cc3)cc3c(c21)C1CCC3C1` (stereo not given) gave Tb PYK inh -4.5% and AMA1-RON2 inh inconclusive.
CCCCn1c(N)c(N(CCOC)C(=O)CN2C(=O)NC3(CC(C)CC(C)(C)C3)C2=O)c(=O)[nH]c1=O (stereo not given) was read as Tb PYK inh 5.8% and AMA1-RON2 inh 14.5%.
Cc1c(C(=O)NCc2ccc(Cl)c(Cl)c2)sc(=O)n1Cc1ccc(S(C)(=O)=O)cc1 was read as Tb PYK inh -8.8% and AMA1-RON2 inh -4.9%.
For Nc1cc2c(cc1Cl)-c1ccccc1C2=NO the results were Tb PYK inh 0.4% and AMA1-RON2 inh -0.2%.
CC(C(=O)N1CCCC1)N1CCN(S(=O)(=O)c2ccccc2)CC1 (stereo not given) was read as Tb PYK inh 0.0% and AMA1-RON2 inh -4.2%.
Screening O=C(NCc1ccccc1)c1cc(C2CCCCN2C(=O)c2cccs2)on1 (stereo not given) returned Tb PYK inh 3.0% and AMA1-RON2 inh 4.3%.
`CC(Sc1ccc(S(=O)(=O)N2CCN(C)CC2)cn1)C(=O)NC1CCCC(C)C1C` (stereo not given) gave Tb PYK inh 3.8% and AMA1-RON2 inh -0.7%.
For CCCN1CCN(C(=O)Cn2nc(C)n3c(cc4c(OC)cccc43)c2=O)CC1 the results were Tb PYK inh -17.4% and AMA1-RON2 inh -5.5%.
For CCN(C[C@H]1N[C@@](CC)(C(=O)OC)[C@H]2C(=O)N(C)C(=O)[C@@H]12)C(=O)c1ccccc1 the results were Tb PYK inh 4.2% and AMA1-RON2 inh 14.1%.
CCOC(=O)C1CCCN(C(=O)c2ccc(C)c(F)c2)CC1 (stereo not given) was read as Tb PYK inh 2.9% and AMA1-RON2 inh 6.5%.
Screening C=CCN(c1ccccc1)S(=O)(=O)c1cccc(C(=O)NCc2ccco2)c1 returned Tb PYK inh -14.3% and AMA1-RON2 inh -0.7%.
Screening COc1ccc(Cc2c(-c3ccco3)nc3c(C)cc(Br)cn23)c(C)c1 returned Tb PYK inh -8.5% and AMA1-RON2 inh -6.1%.
For COCCNC(=O)C1CCCN(Cc2cccc(Cl)c2)CC1 (stereo not given) the results were Tb PYK inh 3.4% and AMA1-RON2 inh 7.2%.
Screening CCCCNC(=O)C1c2ccccc2OCC(=O)N1CCc1ccccc1 (stereo not given) returned Tb PYK inh 2.5% and AMA1-RON2 inh 4.9%.
Screening Cc1ccnc2nc(C(=O)OCC(=O)N(Cc3ccccc3)C(C)(C)C)nn12 returned Tb PYK inh -8.2% and AMA1-RON2 inh 1.2%.
`CN(CCc1ccccc1)C(=O)c1ccc(NC(=O)Cc2ccc(NC(=O)C3CCN(C(=O)c4ccccc4)CC3)cc2)cc1` gave Tb PYK inh 4.0% and AMA1-RON2 inh inconclusive.
For Cn1ncc2c(=S)[nH]c(=S)[nH]c21 the results were Tb PYK inh inconclusive and AMA1-RON2 inh 112.4%[activator].
O=C1C=C(c2ccccc2)C(c2ccccc2)C1O (stereo not given) was read as Tb PYK inh 0.8% and AMA1-RON2 inh 2.9%.
O=C1CCC[C@@H]2Cc3nc4ccc(Cl)cc4cc3[C@@H]3CCN1[C@H]23 was read as Tb PYK inh 2.2% and AMA1-RON2 inh -3.3%.
For O=C(COc1cccc(C(F)(F)F)c1)NNC(=O)c1ccc(=O)[nH]c1 the results were Tb PYK inh 2.2% and AMA1-RON2 inh 101.9%[activator].
Screening CC1CCCC(C)N1C(=O)COC(=O)c1cccs1 (stereo not given) returned Tb PYK inh 0.3% and AMA1-RON2 inh -1.2%.
For Cc1ccc(S(=O)(=O)Nc2cccc3c2O[C@@H](CN(C)C(=O)Nc2ccc4c(c2)OCO4)[C@H](C)CN([C@@H](C)CO)C3=O)cc1 the results were Tb PYK inh -1.7% and AMA1-RON2 inh -1.5%.
Screening Cc1cccc2nc(Cn3c(=O)n(CCC(=O)NCc4ccco4)c(=O)c4ccccc43)cc(=O)n12 returned Tb PYK inh -2.5% and AMA1-RON2 inh 12.1%.
`Cc1cc(C)n2c(=O)[nH]nc2c1` gave Tb PYK inh -5.1% and AMA1-RON2 inh 0.0%.
O=C(CNC(=O)c1ccco1)NCc1ccc2c(c1)OCO2 was read as Tb PYK inh -4.2% and AMA1-RON2 inh 2.7%.
C[C@@H](C(=O)Nc1ccc2ccccc2c1)[C@@H]1C[C@@]1(C)[C@@H](N)c1ccccc1 was read as Tb PYK inh 1.8% and AMA1-RON2 inh -3.7%.
CSc1ncccc1C(=O)N1CCC(C)(C(=O)O)C1 (stereo not given) was read as Tb PYK inh 0.5% and AMA1-RON2 inh -2.4%.

High-throughput results: PubChem, National Center for Advancing Translational Sciences (NCATS)

An excerpt; count on the stated rates, not on these rows.
